Menin MLL FP TR – menin-MLL binding inhibition, Texas Red mutant peptide | Potency, µM (top dose mostly 61.6 µM), inactives show at the highest dose FP activity change, negative = inhibition, most hits filed as inhibitors | 270,000 compounds, 0.23% hits | Menin + Texas Red MLL mutant peptide, fluorescence polarization | O00255; active means well fitted inhibition curve with a large enough effect in the polarisation, with a control signal flat, not every such curve was filed as active; inconclusive means small, poorly fitted or top-dose-only effect, or effect the other way, or a change in a side signal; inactive means no such curve, though single readings can be large or run the other way; the % refers to the polarisation; further: potency means the concentration at half of the fitted maximal effect; % of control where 0% means no effect; many of its hits are not listed in these tables
Target sequence (O00255 whole entry, looked up): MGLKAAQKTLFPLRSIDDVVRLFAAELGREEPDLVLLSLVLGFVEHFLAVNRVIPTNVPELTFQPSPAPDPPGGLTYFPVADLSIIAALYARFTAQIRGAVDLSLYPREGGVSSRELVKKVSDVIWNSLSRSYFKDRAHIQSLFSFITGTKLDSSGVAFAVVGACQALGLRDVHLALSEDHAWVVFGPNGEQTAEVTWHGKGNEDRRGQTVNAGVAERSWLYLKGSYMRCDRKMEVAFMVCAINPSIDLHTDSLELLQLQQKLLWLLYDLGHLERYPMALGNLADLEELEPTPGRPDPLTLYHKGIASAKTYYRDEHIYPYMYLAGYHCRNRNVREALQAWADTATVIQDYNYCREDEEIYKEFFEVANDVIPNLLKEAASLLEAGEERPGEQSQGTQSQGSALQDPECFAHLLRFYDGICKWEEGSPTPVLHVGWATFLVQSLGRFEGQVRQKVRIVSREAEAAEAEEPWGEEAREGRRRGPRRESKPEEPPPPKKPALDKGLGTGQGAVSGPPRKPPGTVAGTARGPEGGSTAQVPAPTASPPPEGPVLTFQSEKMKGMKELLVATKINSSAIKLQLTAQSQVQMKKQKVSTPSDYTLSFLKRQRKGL
MLL CXXC-DNA inh – blocks binding of human MLL CXXC domain to DNA | Q03164 | MLL-CXXC / FITC-HOXA9 DNA fluorescence polarization | Potency, µM (titrated, usually from 115 µM), for the others: at the top dose activity change, negative = inhibition, most hits filed as inhibitors | 290,000 compounds, 0.037% hits; active means well fitted inhibition curve with a large enough effect in the polarisation, with a control signal flat, not every such curve was filed as active; inconclusive means small, poorly fitted or top-dose-only effect, or effect the other way, or a change in a side signal; inactive means no such curve, though single readings can be large or run the other way; the % refers to the polarisation; further: potency means the concentration at half of the fitted maximal effect
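Purified MLL-CXXC (added from a 7 uM solution) was preincubated 5 min at ambient with pinned compounds in 50 mM Tris-HCl pH 7.5, 50 mM NaCl, 1 mM DTT, 0.05% BSA. Fluorescein-labeled HOX-A9 DNA (50 nM solution) followed, 30 min, then polarization read.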
MBNL1 CUG block – MBNL1-poly(CUG) RNA binding inhibition. Q9NR56. Potency, µM (series often up to 57.5 µM), without a hit: top-dose activity change, negative = inhibition, usual class: inhibitors. TR-FRET MBNL1-His/biotin-(CUG)12 binding, 665/545 ratio. 280,000 compounds, 0.036% hits; active means well fitted inhibition curve with a large enough effect in the signal ratio, with a control signal flat, not every such curve was filed as active; inconclusive means small, poorly fitted or top-dose-only effect, or effect the other way, or a change in a side signal; inactive means no such curve, though single readings can be large or run the other way; the % refers to the signal ratio; further: potency means the concentration at half of the fitted maximal effect; on the % scale 0 is the no-effect control and ±100 the full control effect
Target sequence (Q9NR56 whole entry, looked up): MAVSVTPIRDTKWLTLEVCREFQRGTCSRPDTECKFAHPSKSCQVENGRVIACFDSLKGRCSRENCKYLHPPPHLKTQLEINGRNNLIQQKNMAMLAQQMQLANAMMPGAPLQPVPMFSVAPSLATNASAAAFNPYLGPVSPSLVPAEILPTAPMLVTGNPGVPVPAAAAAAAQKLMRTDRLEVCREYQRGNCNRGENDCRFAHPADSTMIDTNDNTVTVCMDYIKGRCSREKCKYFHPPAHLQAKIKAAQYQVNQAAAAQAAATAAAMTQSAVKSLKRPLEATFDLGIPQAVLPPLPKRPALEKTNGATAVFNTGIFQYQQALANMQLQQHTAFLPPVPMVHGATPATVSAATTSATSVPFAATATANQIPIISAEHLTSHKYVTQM
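His-tagged MBNL1 binding to biotinylated (CUG)12 RNA was measured by TR-FRET using terbium anti-His antibody (0.055 ng/ul final) and streptavidin-XL665 (5 nM final). Compounds were titrated 92 nM to 58 uM; 60 min at room temperature.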
TCR activator – activators of T cell receptors; primary human leukocytes, anti-CD3, IL-2 HTRF, 48 h; 330,000 tested, under 10 active; Potency, µM (top dose mostly 9.22 µM), for the others: at the highest dose activation of IL-2 secretion, most hits filed as activators; AID 504894; further: % of control where 0% means no effect
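Human primary leukocytes + a-CD3 beads + cpd, 48 hr; IL-2 in supernatant by HTRF (ex 320nm / em 665nm). No co-stimulatory signal supplied.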
Mito fusion act – blocks mitochondrial division or promotes mitochondrial fusion. S. cerevisiae fusion-defective mutant growth rescue, CellTiterGlo 48 h. Potency, µM (doses to about 46.1 µM), inactives show at the highest dose growth rescue (activation), usual class: activators. 320,000 compounds, 0.23% hits. AID 485298;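 further: potency means the concentration at half of the fitted maximal effect; % of control where 0% means no effect; nearly all actives have a fitted effect of over 45% in size; temperature-sensitive fusion mutants such as fzo1-1 at 37 °C on non-fermentable ethanol glycerol medium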
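Temperature-sensitive fusion-defective S. cerevisiae (e.g. fzo1-1, mgm1-5) were grown with compound in YPEG medium (3% ethanol, 3% glycerol) for 48 hours at 37C. Growth rescue was measured as viability by CellTiterGlo luminescence after 10 minutes at ambient.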
TSHR antag – antagonists of human thyroid stimulating hormone receptor. activity change, negative = inhibition, % at 11.5 µM. TSHR-expressing cells, TSH-stimulated cAMP HTRF, 2 h; active compounds read low. P16473. 330,000 compounds, 0.2% hits;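 active means activity change below a set negative limit, meaning inhibition stronger than a set level, cut at about -70% in these data; inconclusive means activity change between two set negative limits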; further: on the % scale 0 is the no-effect control and ±100 the full control effect
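Cell-based HTRF cAMP assay; TSHR cells + compound, TSH EC80 (4nM final), 2 h, 37 deg C. Lysis with anti-cAMP cryptate and cAMP-d2, 30 min RT, read 665/620 nm.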
TSG101-PTAP inh – blocks PTAP/TSG101 interaction to inhibit HIV-1 budding. Q99816. Fluorescence polarization, FITC-PTAP peptide / Tsg101 binding. 340,000 tested, under 10 active. AID 493005. Potency, µM (doses to about 115 µM), without a hit: at the top dose activity change, negative = inhibition, hits mostly inhibitors; active means well fitted inhibition curve with a large enough effect in the main read-out, with a control signal flat, not every such curve was filed as active; inconclusive means small, poorly fitted or top-dose-only effect, or effect the other way, or a change in a side signal; inactive means no such curve, though single readings can be large or run the other way; further: potency means the concentration at half of the fitted maximal effect; % of control where 0% means no effect
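Fluorescence polarization binding of Tsg101 binding domain (10 uM final) to FITC-labeled PTAP peptide (50 nM final) in HEPES pH 7.5 buffer with NaCl, Tween 20, EDTA, TCEP. Compounds added before peptide; binding 20 min at RT.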
Integrin act MD – activators of alpha7 integrin expression for muscular dystrophy; alpha7betagal myoblasts, beta-gal FDG fluorescence, 48 h; Potency, µM (highest dose often 38.3 µM), for inactives: at the top dose activation, hits mostly activators; 350,000 compounds, 0.064% hits;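 further: potency means the concentration at half of the fitted maximal effect; 100% = response of the positive control SU9516; nearly all actives have a fitted effect of over 60% in size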
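alpha7betagal+/- myoblasts (passage 13, 250/well) treated 48 h at 37C with compounds at 1:260 dilution of DMSO stock. Lysed, then beta-galactosidase activity read as FDG fluorescence (ex 480/em 540) after 30 min, with pre-read for autofluorescence.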
AT treatment – potential ataxia-telangiectasia treatment. […] A-T fibroblasts, KAP-1 phosphorylation AlphaLISA; neocarzinostatin DNA damage 30 min before lysis. Potency, µM (highest dose often 57.5 µM), without a hit: at the top dose activation, most hits filed as activators. 320,000 compounds, 0.19% hits; further: potency means the concentration at half of the fitted maximal effect; % of control where 0% means no effect; nearly all actives have a fitted effect of over 45% in size
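ATM-like activity read as KAP-1 phosphorylation via AlphaLISA donor/acceptor antibody pairs after lysis and 6 hr at 25C. Cells were ATM-null patient fibroblasts ([…], hTERT), dosed 60 min, then exposed to the DSB inducer NCS for 30 min.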
ASM inhibitor – blocks human secretory acid sphingomyelinase. P17405. placental ASM, HMU-PC fluorogenic substrate, 60 min. Potency, µM (series often up to 57.5 µM), inactives show at the top dose activity change, negative = inhibition, most hits filed as inhibitors. 340,000 compounds, 0.006% hits; further: potency means the concentration at half of the fitted maximal effect
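Fluorogenic HMU-PC substrate (9 uM final) is turned over by placental ASM in 60 min at 37 C after a 10 min compound preincubation. Reaction ended by alkaline stop (pH 10), with fluorescence read at 386/447 nm.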
Active calls of the source: *; ? = inconclusive; / = not tested or not shown; [ ] = dose if it differs, or a comment. Unless noted, the call rests on the fitted dose curve; in most records, active means well fitted curve in the direction sought with a large enough effect; inconclusive means small, poorly fitted or top-dose-only effect, or another doubt; inactive means no such curve, though single readings can be large; an effect the other way counts as inactive or inconclusive. Only part of the results is shown (hit frequency here may not be typical).

SMILES | Menin MLL FP TR | MLL CXXC-DNA inh | MBNL1 CUG block | TCR activator | Mito fusion act | TSHR antag | TSG101-PTAP inh | Integrin act MD | AT treatment | ASM inhibitor
COc1coc(/C=C/C(=O)O)cc1=O | -13% | -4% | 1%[11.5 µM] | -1%[46.1 µM] | 15% | 7 | 1% | 2% | -3% | 1%
COc1ccc(C(=O)N[C@H](C(=O)NCCc2ccc3c(c2)OCCO3)C(C)C)cc1 | / | / | / | / | / | / | -5% | -6% | -3% | 2%
CS(=O)(=O)N(CC(=O)N1CCOCC1)c1ccccc1 | 2% | -4% | 2% | 7% | 2% | -9 | 1% | -31% | 3% | 0%
CCOC(=O)c1[nH]c2ccccc2c1NC(=O)CCN1CC(C)OC(C)C1 (centres undefined) | -11% | 0% | 0% | / | -2% | -2 | -4% | 19% | 11% | 3%
C=C(C)C1CC=C(C)/C(=N/NC(=O)COc2ccccc2C)C1 (centres undefined) | 3% | -7% | -5% | 2%[46.1 µM] | 9% | -5 | 0% | 21% | 4% | -2%
C=CCNC(=O)c1ccc(C2SCC(=O)N2Cc2ccccc2)cc1 (centres undefined) | 1% | -1% | 0% | -9% | 4% | 8 | -1% | -25% | 2% | -2%
CCN(CC)C(=O)c1nc[nH]c1C(=O)N1CCN(C(=O)OC(C)(C)C)CC1 | / | / | / | -4% | -6% | 8 | / | 0% | -5% | -2%
Cc1noc(C)c1C(=O)OCC(=O)NCc1ccc(Cl)cc1 | / | / | / | 7% | 1% | -4 | -1% | 14% | -1% | -2%
Cc1cc(C(=O)O)cc(Br)c1N | -6% | -4% | -2% | -2% | -3% | 0 | -1% | 12% | -3% | 0%
CCc1ccc(NC(=O)Nc2ccsc2C(=O)OC)cc1 | ? | 3% | 3% | 14% | -7% | -8 | -3% | -1% | 8% | -21%
COc1ccc(N2CC(NS(=O)(=O)c3cccnc3)CC2=O)cc1 (centres undefined) | / | / | / | 3% | -4% | 0 | -4% | -23% | 0% | 8%
Cc1cc(C2C(C#N)=C(N)OC3=C2C(=O)CCC3)c(C)s1 (centres undefined) | -7% | 10% | -1% | -3% | 0% | -9 | -4% | -8% | 1% | 2%
Cc1ccc(CNC(=O)/C=C/c2ccc(S(=O)(=O)NCc3ccco3)cc2)cc1 | ? | 9% | / | -1%[46.1 µM] | -4% | -3 | 0% | -11% | 1% | 1%
Cc1ccc(-c2nn(-c3ccccc3)cc2C(=O)N2CCN(c3ccccn3)CC2)cc1 | ? | -1% | 1% | -28% | 1% | -3 | 2% | -13% | 3% | -10%
O=C(Nc1ccnn1C1CCN(C(=O)c2cnsn2)CC1)c1cccc(F)c1 | 0% | 5% | -6% | -5% | -3% | 0 | -3% | -25% | -1% | -2%
Cc1ccccc1NC(=S)NCc1cccn1C | 3% | 0% | 6% | 1%[46.1 µM] | -4% | 0 | -1% | -2% | -4% | 3%
Cc1ccc(NC(=O)Nc2ccc(F)cc2)cc1Cl | 12% | -5% | -2% | -5% | 3% | -18 | 4% | ? | -2% | -1%
COc1ccc(-c2[nH]ncc2C=O)cc1OC | -2% | -2% | -1% | 2% | 0% | 8 | -3% | -17% | 1% | 1%
COC(=O)C(NC(=O)c1ccc(F)cc1)(Nc1nc(C)cs1)C(F)(F)F (centres undefined) | 3% | 12% | -9% | 3% | 3% | 3 | 2% | 5% | 0% | -4%
O=C(NCc1nc2ccccc2[nH]1)c1ccccc1F | / | 9% | 2% | -4% | -1% | -2 | -2% | 32% | 1% | 2%
CC1=C(C(=O)OCc2ccc([N+](=O)[O-])cc2)N2C(=O)C(NC(=O)Cc3ccccc3)C2SC1 (centres undefined) | 4% | 28% | -1% | 0% | 1% | 12 | -4% | 7% | 3% | 3%
CCOc1cc2c(cc1OCC)C(c1ccc(O)c(OC)c1)NCC2 (centres undefined) | / | / | / | 6% | / | / | 6% | 0% | / | -3%
CCN1CC2=C(OC(N)=C(C#N)C2c2cccs2)/C(=C\c2cccs2)C1 (centres undefined) | 8% | -1% | ? | -5% | 6% | -4 | -6% | -31%[inhibitor] | / | 12%
O=C(NCC1CCCO1)c1cccc(N2C(=O)C3C4C=CC(C4)C3C2=O)c1 (centres undefined) | -3% | 15% | 1% | -5% | -3% | -4 | -4% | 0% | -7% | -2%
COC(C[C@H](O)C[C@H](O)[C@@H](C)OCc1ccccc1)OC | / | / | / | 9% | / | / | -9% | -1% | / | 1%

The list goes on:
SMILES | Menin MLL FP TR | MLL CXXC-DNA inh | MBNL1 CUG block | TCR activator | Mito fusion act | TSHR antag | TSG101-PTAP inh | Integrin act MD | AT treatment | ASM inhibitor
OC1COC(OCc2ccccc2)C(O)C1O (centres undefined) | / | 2% | / | 0% | 0% | -1 | -1% | 1% | -3% | 1%
CCC(C)N(C(=O)c1csnn1)C(C(=O)NC1CCCC1)c1ccc(F)cc1 (centres undefined) | -24% | -1% | 1% | 5% | 1% | 1 | 3% | 5% | -5% | -2%
Cc1ccc(C(C)C)c(OCC(=O)NN2C(=O)c3ccccc3C2=O)c1 | 17% | -8% | 18% | / | -2% | -3 | -2% | 0% | 5% | ?
CCN1CCN(C(=O)c2cc(-c3cccnc3)nc3ccc(Br)cc23)CC1 | 1% | 22% | 27% | 0% | 2% | 6 | -5% | -21% | / | 0%
COc1ccc(-n2nc(C(=O)NCC(=O)N3CCCCCC3)c3ccccc3c2=O)cc1OC | -4% | -1% | ? | 5% | 7% | -5 | -2% | 3% | 2% | -2%
O=C1CSC(c2ccc(F)cc2)N1c1nnc(C23CC4CC(CC(C4)C2)C3)s1 (centres undefined) | -3% | 6% | -5% | / | -1% | 2 | / | / | 1% | /
CCN(C1CCS(=O)(=O)C1)S(=O)(=O)c1ccc(Cl)s1 (centres undefined) | / | / | / | 1% | -2% | -7 | 0% | 17% | 2% | 3%
NNC(=O)CNC(=O)c1ccc(F)cc1 | 9% | 1% | -15% | 1%[46.1 µM] | -6% | 9 | -3% | 1% | -25% | 1%
CCCCN(c1ccccc1)c1ncnc2nc[nH]c12 | 3% | 8% | -7% | -6%[46.1 µM] | 16% | 11 | -4% | -21% | 2% | 3%
CN1CCN(C(=O)c2ccccc2Nc2ccc(SC(F)F)cc2)CC1 | -15% | -4% | 1% | 0% | 4% | -2 | -2% | -7% | 1% | 6%
COC(=O)c1ccccc1NC(=O)CCS(=O)(=O)c1cc2c(cc1C)NC(=O)CO2 | 2% | / | 6% | 5% | -2% | 0 | 2% | 6% | 1% | 6%
CN(C)C(/C=C/Nc1ccc([N+](=O)[O-])cc1)=C(C#N)C#N | 12% | 7% | ? | -3% | 6% | -4 | -2% | 19% | -4% | -8%
O=C(CCN=C1NS(=O)(=O)c2ccccc21)OCc1c(F)c(F)c(F)c(F)c1F | / | / | / | 2% | -1% | -4 | 2% | 19% | -7% | /
O=C(Nc1nccs1)c1cccc(S(=O)(=O)N2CCCCC2)c1 | 12% | -6% | -6% | / | -1% | -7 | -4% | 2%[7.66 µM] | -4% | -1%
Cc1ccc(S(=O)(=O)c2nc(S(C)(=O)=O)sc2N2CCN(C)CC2)cc1 | / | 32%[activator] | -5% | 10% | -5% | 4 | -2% | -53%[inhibitor] | 7% | 2%
CCOC(=O)c1c(C)n(-c2ccc(C)cc2)c2c(C(C(C)=O)C(=O)O)c(Br)c(O)c(O)c12 (centres undefined) | ? | 20% | -2% | 3% | 7% | 13 | -6% | -7% | 17% | -7%
COc1cc(OC)cc(C(=O)Nc2ccc(S(=O)(=O)Nc3cc(C)nc(C)n3)cc2)c1 | 3% | -1% | -17% | / | -1% | 3 | / | / | -5% | /
Cn1c(SCC(=O)OC2CCCCC2)nnc1-c1ccc(S(=O)(=O)N2CCCC2)cc1 | -4% | -7% | 7% | -7% | -9% | -7 | -5% | -9% | -5% | -1%
CN(CC(=O)N1CCN(Cc2ccccc2)CC1)C(=O)Cc1cccc2ccccc12 | / | / | / | -6% | 6% | 8 | 1% | -14% | 16% | -2%
COc1ccc(C(=O)Oc2ccc(/C=N/O)cc2)cc1 | 6% | 245%[activator] | -1% | -2% | 3% | -12 | -5% | -14% | -8% | 0%
CC(=O)NC(CCS(C)(=O)=O)C(=O)Nc1cccc2ccccc12 (centres undefined) | -6% | 2% | ? | 9% | -1% | -5 | -2% | -17% | -4% | 5%
CC(=O)c1cc(Cl)ccc1OCC(=O)NC1CCCC1 | / | / | / | -8% | 5% | -10 | -4% | 3% | 8% | 4%

Screening results: PubChem, National Center for Advancing Translational Sciences (NCATS)
